NOD2 inhibition = inhibition of NOD2-driven NF-kB reporter – cell-based, luminescence, uHTS, HEK293 (AID 1566); actives 0.63% (n = 290,000); HEK293 NOD2/NF-kB luciferase reporter, luminescence; higher % means a stronger effect; one-dose inhibition, % at 4 µM; EC50 in µM for titrated hits; further: many of its hits are not listed in these tables
TNAP activators = stimulation of alkaline phosphatase TNAP activity – biochemical, luminescent, no phosphate acceptor, uHTS, primary screen (AID 1001) | purified TNAP, luminescent activation assay, no phosphate acceptor; higher activation fold means a stronger effect | one-dose activation fold at 20 µM; EC50 in µM for titrated hits | actives 0.03% (n = 200,000); in the data active means activation fold from about 3, or a potency from the dose series; inactive means the rest, 99 in 100 with activation fold below about 1.6; further: many of its hits are not listed in these tables
KOR beta-arrestin-1 = KOR agonists, beta-arrestin recruitment, primary screen, cell-based, luminescence, uHTS (AID 1777) | actives 0.02% (n = 280,000) | activation, % at 10 µM; hits with a dose series show EC50 in µM | KOR beta-arrestin recruitment, luminescence; higher % means a stronger effect; in the data active means activation above about 50%, passing the limit was not always enough; further: a part of the inactive calls stands beside numbers as strong as those of hits
NOD1 inhibition = inhibition of NOD1-driven NF-kB reporter – cell-based, luminescence, uHTS, primary screen (AID 1578); NOD1-driven NF-kB luciferase reporter cells, luminescence; higher % means a stronger effect; inhibition, % at 4 µM; hits with a dose series show EC50 in µM; actives 1% (n = 290,000); in the data active means inhibition mostly above about 36%, no sharp cut-off; inactive means mostly below about 34%;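 further: HEK-293T reporter cells stimulated with the NOD1 agonist gamma-tri-DAP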
PMI inhibitors = inhibitors of human PMI, primary screen, biochemical, fluorescence intensity, coupled assay (AID 1209); purified PMI enzyme, coupled fluorescence intensity; higher % means a stronger effect; inhibition, % at 20 µM; hits with a dose series show IC50 in µM; actives 0.42% (n = 190,000);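 further: plate controls were DMSO vehicle for no effect and wells lacking substrate for full effect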
XIAP displacement = XIAP antagonists, biochemical, IAP family, fluorescence polarization (AID 1018); XIAP BIR domain, fluorescence polarization peptide displacement; higher % means a stronger effect; displacement, % at 20 µM; hits with a dose series show IC50 in µM; actives 0.007% (n = 200,000); in the data active means displacement above about 50%; further: a part of the inactive calls stands beside numbers as strong as those of hits
human PMI inhibitors = human PMI inhibitors, high substrate, primary screen, biochemical, fluorescence intensity, high mannose 6-phosphate (AID 1220) | recombinant PMI enzyme, coupled fluorescence intensity; higher % means a stronger effect | inhibition, % at 20 µM; hits with a dose series show IC50 in µM | actives 0.66% (n = 190,000)
KOR beta-arrestin-2 = KOR antagonists, beta-arrestin recruitment, cell-based, luminescence, uHTS (AID 1778); inhibition, % at 10 µM, or IC50 in µM where a hit was titrated; KOR beta-arrestin recruitment, luminescence, antagonist mode; higher % means a stronger effect; actives 0.091% (n = 290,000); further: strong numbers were not always called active
LYP phosphatase = inhibitors of LYP phosphatase, biochemical, fluorescence intensity, uHTS (AID 1779); actives 0.054% (n = 290,000); recombinant LYP phosphatase, fluorescence intensity; higher % means a stronger effect; one-dose inhibition, % at 11.5 µM; IC50 in µM for titrated hits;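 further: plate controls were vehicle with enzyme for no effect and no enzyme for full effect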
* = called active by the depositor; · = not tested or not shown; [ ] = remark or other dose. Unless noted, no stated cut-off is given here; in the data, active means inhibition above about 50%; inactive means the rest. Only part of the results is shown, so the mix of outcomes need not match the whole.

Keys: A = NOD2 inhibition; B = TNAP activators; C = KOR beta-arrestin-1; D = NOD1 inhibition; E = PMI inhibitors; F = XIAP displacement; G = human PMI inhibitors; H = KOR beta-arrestin-2; I = LYP phosphatase
O=C(O)c1cccc2c1C(=O)N(Cc1ccccc1)C2
  A = 11%	B = ·	C = -1.8%	D = 38%	E = ·	F = ·	G = ·	H = -42%[20 µM]	I = -12%

CCCc1nnc(NC(=O)C23CC4CC(CC(C4)C2)C3)s1
  A = 9%	B = ·	C = -3.1%	D = 0%	E = ·	F = ·	G = ·	H = -12%	I = 1%

O=C(CN1CCN(c2ccccc2F)CC1)c1ccc(O)cc1O
  A = -8%	B = ·	C = -0.6%	D = -12%	E = ·	F = ·	G = ·	H = -20%	I = -11%

Cc1onc(-c2c(Cl)cccc2Cl)c1C(O)c1ccc(F)cc1 (configuration not stated)
  A = 6%	B = ·	C = -4.2%	D = 4%	E = ·	F = ·	G = ·	H = 26%	I = -7%

CCCC(=O)Nc1c(O)c2ccccc2[nH]c1=O
  A = 2%	B = 1.1	C = -1.1%	D = -1%	E = 2%	F = -1.5%	G = -4%	H = 2%	I = -9%

COCC(C)n1c(SCc2ccc(OC)c(F)c2)nc2ccccc2c1=O (configuration not stated)
  A = -1%	B = 0.9	C = 1.4%	D = 16%	E = -3%	F = -5.4%	G = 9%	H = 4%	I = 5%

COc1ccc(NC(=O)C(=O)NCCN2CCN(C(=O)c3ccc(C)cc3)CC2)cc1
  A = -8%	B = ·	C = -3.2%	D = -23%	E = ·	F = ·	G = ·	H = 13%	I = -4%

CC(=O)NC(=S)NNC(=O)c1ccc(Br)cc1
  A = 22%	B = 2.6	C = -2.4%	D = -14%	E = 23%	F = -9.5%	G = 15%	H = 13%	I = -4%

CC(=O)Nc1ccc(NC(=O)c2ccccc2N(C)S(=O)(=O)c2ccccc2)cc1
  A = 0%	B = ·	C = -1.4%	D = -21%	E = ·	F = ·	G = ·	H = -13%[20 µM]	I = -1%

CCOC(=O)Cn1c(=O)c2c(nc3n2CCCN3CCc2ccccc2)n(C)c1=O
  A = 12%	B = ·	C = -4.3%	D = -6%	E = ·	F = ·	G = ·	H = -14%	I = -6%

CCOC(=O)C/C(C)=N\Nc1nc(-c2ccccc2)cs1
  A = -25%	B = 1	C = -3.9%	D = -21%	E = -34%	F = -0.5%	G = -28%	H = 21%	I = -2%

CCC(C)(C)n1nnnc1C(c1cc2cc(OC)c(OC)cc2[nH]c1=O)N1CCc2ccccc21 (configuration not stated)
  A = -6%	B = 0.8	C = 17%	D = 21%	E = -18%	F = -7.2%	G = 11%	H = -19%	I = 13%

CCCCNC(=O)CCNS(=O)(=O)c1ccc(C)cc1
  A = 8%	B = 1.1	C = 0.0%	D = -1%	E = 2%	F = -2.8%	G = 7%	H = -11%	I = -9%

O=C1c2ccccc2C(O)(Cc2ccccc2)N1CCCN1CCOCC1 (configuration not stated)
  A = 17%	B = 1.1	C = -2.3%	D = -12%	E = 11%	F = -7.8%	G = 7%	H = 10%	I = 3%

COc1ccc(NC(=O)c2ccco2)cc1NC(=O)c1ccc(Br)o1
  A = 5%	B = 1.1	C = -2.8%	D = -16%	E = 13%	F = 3.7%	G = 13%	H = 3%	I = 5%

CCc1c(C)[nH]n(-c2nc(-c3ccccc3)cs2)c1=O
  A = -8%	B = 1.2	C = -3.7%	D = -29%	E = 6%	F = -5.1%	G = 0%	H = -17%	I = 0%

COc1ccc(OC)c(C(=O)COC(=O)CNC(=O)c2ccccc2)c1
  A = 1%	B = 1.2	C = -4.0%	D = -3%	E = 1%	F = -4.0%	G = -4%	H = -3%	I = -4%

Cc1noc(C)c1C(=O)Nc1cccc2ncccc12
  A = 0%	B = ·	C = -1.3%	D = 6%	E = ·	F = ·	G = ·	H = -38%	I = -11%

Cc1ccc(NC(=O)CN(C)CC(=O)Nc2ccccc2Oc2ccccc2)cc1
  A = 3%	B = 1.1	C = -3.3%	D = -36%	E = -11%	F = -1.0%	G = -8%	H = 26%	I = -5%

O=C(NC1C(=O)NNC1c1ccc(Cl)cc1)c1ccc(F)cc1 (configuration not stated)
  A = 9%	B = 1.1	C = -2.1%	D = -17%	E = 18%	F = -0.9%	G = 28%	H = -20%[20 µM]	I = -2%

COc1ccc(NC(=O)COC(=O)C(CC(C)C)N2C(=O)C3CC=CCC3C2=O)cc1Cl (configuration not stated)
  A = 9%	B = 1.1	C = 4.3%	D = 32%	E = 16%	F = -7.5%	G = 16%	H = 0%	I = -4%

O=c1[nH]cnc2sc3c(c12)CCC3
  A = 14%	B = ·	C = 1.1%	D = -3%	E = ·	F = ·	G = ·	H = 23%	I = -2%

O=C(NN1C(=O)C2C(c3ccccc3)C=CC(c3ccccc3)C2C1=O)c1cccc(Br)c1 (configuration not stated)
  A = -25%	B = 1.1	C = -0.1%	D = -21%	E = 24%	F = -1.2%	G = 13%	H = -6%	I = 14%

Cn1ncc2c(Nc3cccc([N+](=O)[O-])c3)ncnc21
  A = -13%	B = ·	C = -0.3%	D = -20%	E = ·	F = ·	G = ·	H = -25%	I = -3%

CCOC(=O)N1CCN(c2cc(=O)n(-c3ccccc3C)c(=O)[nH]2)CC1
  A = 0%	B = 1	C = -1.5%	D = -36%	E = -7%	F = -6.7%	G = -8%	H = -6%	I = 2%

CC(C)CNC(=O)c1ccc(Cl)c(NC(=O)COc2ccccc2)c1
  A = 6%	B = 1.1	C = ·	D = -25%	E = 18%	F = -2.4%	G = 11%	H = 16%[20 µM]	I = -8%

O=C(Cn1nnc(-c2ccccc2Cl)n1)N/N=C/c1ccc(-c2cccc(Cl)c2)o1
  A = 13%	B = 1	C = 42%	D = -23%	E = 4%	F = -5.9%	G = 1%	H = 6%	I = -2%

O=C(NC(=S)Nc1ccc2oc(=O)ccc2c1)c1ccc(-c2cccc(Cl)c2Cl)o1
  A = 9%	B = 0.9	C = 15%	D = 22%	E = 5%	F = -11%	G = 6%	H = -33%	I = -5%

CCn1cnc2c1c(=O)n(CC(=O)OC(C)C(N)=O)c(=O)n2Cc1ccccc1 (configuration not stated)
  A = 1%	B = ·	C = 5.4%	D = -16%	E = ·	F = ·	G = ·	H = 20%	I = -8%

Cc1ccc(/C=N/n2c(-c3ccccc3)n[nH]c2=S)cc1
  A = 7%	B = ·	C = -3.0%	D = -22%	E = ·	F = ·	G = ·	H = -11%[20 µM]	I = -11%

CC(Oc1ccc(F)cc1F)C(=O)NNC(=S)NCC1CCCO1 (configuration not stated)
  A = -12%	B = ·	C = -6.2%	D = -21%	E = ·	F = ·	G = ·	H = 23%	I = -2%

CC1CCN(Cc2c(C(=O)N/N=C/c3ccc(C(C)(C)C)cc3)nnn2-c2nonc2N)CC1
  A = -33%	B = ·	C = -0.4%	D = -23%	E = ·	F = ·	G = ·	H = -102%	I = -4%

CCOC(=O)c1cc2cc(C)ccc2[nH]1
  A = 7%	B = 1	C = -2.5%	D = 2%	E = 10%	F = -5.5%	G = 0%	H = -9%	I = -15%

Cc1ccccc1OCc1ccc(C(=O)N2CCOCC2)o1
  A = -20%	B = ·	C = -2.9%	D = -34%	E = ·	F = ·	G = ·	H = -1%	I = -1%

CCc1nnc(NC(=O)c2ccncc2)s1
  A = -1%	B = 1.2	C = ·	D = -9%	E = -7%	F = -3.5%	G = -7%	H = 0%	I = 2%

Cc1csc(NC(=O)CCc2c(C)nc3cc(-c4cccc(F)c4)nn3c2C)n1
  A = 6%	B = 1.1	C = 0.6%	D = 38%	E = 4%	F = -1.4%	G = 3%	H = -8%	I = -2%

O=C(CN1C2=NCCN2c2ccccc21)N1CCOCC1
  A = 9%	B = 1.1	C = -5.3%	D = 1%	E = 10%	F = 4.2%	G = 8%	H = 30%	I = -2%

CN(C1CCS(=O)(=O)C1)S(=O)(=O)c1ccc(N2CCCC2=O)cc1 (configuration not stated)
  A = -1%	B = 1.1	C = -0.5%	D = -21%	E = 13%	F = -6.7%	G = 8%	H = 1%	I = -1%

Cc1cc(C)c2c(n1)SCC(=O)N2CC(=O)Nc1cc(F)ccc1F
  A = 11%	B = ·	C = 4.6%	D = 6%	E = ·	F = ·	G = ·	H = -5%[20 µM]	I = -7%

CC(CN(C)Cc1ccccc1)OC(=O)c1ccc2c(c1)OCCO2 (configuration not stated)
  A = -12%	B = 1	C = 0.4%	D = -28%	E = 15%	F = -4.9%	G = 16%	H = 8%	I = 0%

CN(C)c1cc(O)c(C(=S)Nc2ccccc2)c(N(C)C)c1
  A = -14%	B = 0.9	C = 0.8%	D = 46%	E = 10%	F = -3.8%	G = 50%	H = 7%	I = 6%

O=c1[nH][nH]c(=O)c2c(NS(=O)(=O)c3ccccc3)cccc12
  A = -54%	B = 1	C = -4.4%	D = -18%	E = 5%	F = -4.7%	G = 8%	H = -11%[20 µM]	I = -4%

O=C(CCc1nnc(CCCCc2ccccc2)o1)NCc1cc(F)ccc1F
  A = 4%	B = 1	C = ·	D = -32%	E = 16%	F = -3.0%	G = 7%	H = 2%	I = -8%

Cc1cc(C)c(S(=O)(=O)O)c(C)n1
  A = -5%	B = 1	C = 6.2%	D = 2%	E = -3%	F = -2.6%	G = -6%	H = 19%	I = -1%

CC(C)=C1C2CCC1C(C(=O)NCCc1ccccc1)C2C(=O)O (configuration not stated)
  A = 12%	B = 1.1	C = -0.1%	D = -13%	E = -3%	F = -3.4%	G = -3%	H = 11%	I = -2%

CCOC(=O)c1oc2c(c1C)/C(=N/O)CCC2
  A = -30%	B = 1.1	C = 0.2%	D = 12%	E = -3%	F = -6.7%	G = 3%	H = -5%	I = -4%

O=C(O)CC(CCc1ccccc1)OC1OC(CO)C(O)C(O)C1O (configuration not stated)
  A = 4%	B = ·	C = -1.9%	D = 6%	E = ·	F = ·	G = ·	H = 15%	I = -9%

Cc1ccc(C(=O)NC2c3ccccc3-c3ccccc32)cc1
  A = 1%	B = 1.1	C = -0.4%	D = -24%	E = 16%	F = -5.8%	G = 9%	H = -44%	I = -4%

NC(=O)c1cc(C(=O)Cc2ccc(Cl)cc2)c[nH]1
  A = -6%	B = ·	C = 2.8%	D = -6%	E = ·	F = ·	G = ·	H = -22%	I = -6%

Cc1ccccc1CN1CCC(CNC(=O)Nc2ccc(F)cc2F)CC1
  A = -3%	B = ·	C = 4.7%	D = 0%	E = ·	F = ·	G = ·	H = -6%	I = -2%

Some entries already given with just XIAP displacement, PMI inhibitors and KOR beta-arrestin-2:
Structure | XIAP displacement | PMI inhibitors | KOR beta-arrestin-2
CN(C1CCS(=O)(=O)C1)S(=O)(=O)c1ccc(N2CCCC2=O)cc1 (configuration not stated) | -6.7% | 13% | 1%
Cc1cc(C)c2c(n1)SCC(=O)N2CC(=O)Nc1cc(F)ccc1F | · | · | -5%[20 µM]
CC(CN(C)Cc1ccccc1)OC(=O)c1ccc2c(c1)OCCO2 (configuration not stated) | -4.9% | 15% | 8%
CN(C)c1cc(O)c(C(=S)Nc2ccccc2)c(N(C)C)c1 | -3.8% | 10% | 7%
O=c1[nH][nH]c(=O)c2c(NS(=O)(=O)c3ccccc3)cccc12 | -4.7% | 5% | -11%[20 µM]

Looked up above:
Result for CC1CCN(Cc2c(C(=O)N/N=C/c3ccc(C(C)(C)C)cc3)nnn2-c2nonc2N)CC1 in NOD2 inhibition: -33%
Result for O=c1[nH][nH]c(=O)c2c(NS(=O)(=O)c3ccccc3)cccc12 in LYP phosphatase: -4%

Screening data as filed in PubChem BioAssay.
